Bioassay records (PubChem BioAssay)
CAL PDZ FP-1: inhibitors of human CAL PDZ peptide binding; Q9HD26; purified CAL PDZ, TMR-peptide fluorescence polarization, 1 h; inhibition, % at 24.9 µM; 300,000 tested, 0.92% active; AID 602252;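 active = mean inhibition of at least 30% with at least half of replicates also reaching 30%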;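 note: 0% = DMSO neutral control and 100% = excess unlabeled competitor peptide PRC23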
LANA DNA inh: KSHV C-LANA DNA binding inhibition; MBP-C-LANA/FAM-LBS DNA binding, fluorescence polarization; inhibition, % at 9 µM; 340,000 tested, 0.078% active; AID 504423;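 active = highest replicate inhibition at or above 60% at 9 µM, even if other replicates fall short; inactive = all replicates below 60% inhibition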;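 note: 0% = neutral control wells and 100% = 4 µM acridine orange control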
Keap1-Nrf2 PPI: disrupts human Keap1 binding to Nrf2 peptide; Q14145; Keap1 Kelch-Nrf2 peptide fluorescence polarization, 1536-well; inhibition, % at 9.4 µM; 340,000 tested, 0.15% active; in the data active = inhibition above about 12%;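 note: human Keap1 Kelch domain with fluorescein labeled Nrf2 9mer peptide probe; 0% = neutral control wells and 100% = peptide positive control; higher means more block of Keap1 binding to Nrf2 peptide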
CAL PDZ FP-2: blocks peptide binding to human CAL PDZ domain | 330,000 tested, 0.02% active | inhibition, % at 20 µM | purified CAL PDZ, TMR-peptide fluorescence polarization, 1 h | AID 504414;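 active = highest replicate inhibition of at least 40%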;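 note: plate controls were DMSO neutral control wells for no effect and unlabeled competitor peptide control wells for full effect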
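Material: tagged CAL PDZ domain; buffer or medium: 25 mM sodium phosphate pH 7.4, 150 mM NaCl, TCEP, IgG, Thesit; compound dosing: single point, 20 µM; schedule: 1 h incubation at room temperature before polarization reading; measured by: FP readout, S and P plane fluorescence; read-out basis: percent inhibition from loss of millipolarization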
DSG3 Ab inh: inhibitors of pemphigus antibody binding to human desmoglein-3; P32926; DSG3-coupled beads, scFv-anti-DSG3-GFP binding, flow cytometry; stronger effect = lower value; binding (percent of control), % at 10 µM; 310,000 tested, 0.48% active;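 active = binding more than 3 SD below its plate's average and above zero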;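 note: hits lower antibody fragment binding to DSG3; some compounds called inactive have numbers as strong as hits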
Arr AP2 block: inhibitors of human beta-arrestin and AP2 interaction | FITC-arrestin peptide / GST-AP2 beads, flow cytometry; AP2 beta2 appendage carries R879A mutation | inhibition, % at 10 µM | 340,000 tested, 0.31% active | AID 504490;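 active = inhibition above a set limit, near 3 SD of compounds lacking own fluorescence, cut at about 54% in these data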;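 note: plate controls were DMSO wells for no effect and 5 µM unlabelled arrestin peptide for full effect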
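Test system: GST-tagged AP2 beta2-adaptin appendage (R879A) on 4 µm glutathione beads; also added: fluorescein-tagged arrestin peptide at 50 nM final; timing: 12 min plus 1 h, RT; signal: flow cytometry, FL1 (488/535 nm); read-out: percent drop in bead-associated FITC signal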
V-ATPase pHluor: yeast V-ATPase proton transport regulation by pHLuorin | S. cerevisiae, pHLuorin cytosolic pH fluorescence | response, % at 10 µM | 350,000 tested, 0.37% active | AID 504577; in the data active = response mostly above about 7.3%, no sharp cut-off; inactive = mostly below about 5.4%; note: actives read high; inactives centre near 0; some compounds called inactive have numbers as strong as hits; reference of the scale not given here
DAGLB inhibitor: blocks human DAGLB lipase activity. HEK293T DAGLB membrane lysate, EnzChek fluorogenic substrate. 340,000 tested, 0.059% active. Q8NCG7. AID 504411. inhibition, % at 5.17 µM; in the data active = inhibition above about 34%;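 note: 0% = enzyme with vehicle and 100% = wells lacking enzyme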
RTF Ca sens inh: cardiac RTF calcium desensitization. P19429+P45379. IANBD-labeled cardiac RTF, Ca2+ fluorescence. inhibition, % at 7.15 µM. 340,000 tested, 0.12% active. AID 493244;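 active = inhibition above the mean inhibition of all tested compounds plus 3 SD, cut at about 17% in these data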;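 note: assay run at fixed EC70 calcium of 1.6 mM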
NSD2 HMT inh: inhibitors of human histone methyltransferase NSD2. O96028. NSD2 peptide methylation, AlphaScreen, 120 min. inhibition, % at 12.5 µM. 310,000 tested, 0.54% active; in the data active = inhibition above about 50%
Target sequence (O96028 whole entry, looked up): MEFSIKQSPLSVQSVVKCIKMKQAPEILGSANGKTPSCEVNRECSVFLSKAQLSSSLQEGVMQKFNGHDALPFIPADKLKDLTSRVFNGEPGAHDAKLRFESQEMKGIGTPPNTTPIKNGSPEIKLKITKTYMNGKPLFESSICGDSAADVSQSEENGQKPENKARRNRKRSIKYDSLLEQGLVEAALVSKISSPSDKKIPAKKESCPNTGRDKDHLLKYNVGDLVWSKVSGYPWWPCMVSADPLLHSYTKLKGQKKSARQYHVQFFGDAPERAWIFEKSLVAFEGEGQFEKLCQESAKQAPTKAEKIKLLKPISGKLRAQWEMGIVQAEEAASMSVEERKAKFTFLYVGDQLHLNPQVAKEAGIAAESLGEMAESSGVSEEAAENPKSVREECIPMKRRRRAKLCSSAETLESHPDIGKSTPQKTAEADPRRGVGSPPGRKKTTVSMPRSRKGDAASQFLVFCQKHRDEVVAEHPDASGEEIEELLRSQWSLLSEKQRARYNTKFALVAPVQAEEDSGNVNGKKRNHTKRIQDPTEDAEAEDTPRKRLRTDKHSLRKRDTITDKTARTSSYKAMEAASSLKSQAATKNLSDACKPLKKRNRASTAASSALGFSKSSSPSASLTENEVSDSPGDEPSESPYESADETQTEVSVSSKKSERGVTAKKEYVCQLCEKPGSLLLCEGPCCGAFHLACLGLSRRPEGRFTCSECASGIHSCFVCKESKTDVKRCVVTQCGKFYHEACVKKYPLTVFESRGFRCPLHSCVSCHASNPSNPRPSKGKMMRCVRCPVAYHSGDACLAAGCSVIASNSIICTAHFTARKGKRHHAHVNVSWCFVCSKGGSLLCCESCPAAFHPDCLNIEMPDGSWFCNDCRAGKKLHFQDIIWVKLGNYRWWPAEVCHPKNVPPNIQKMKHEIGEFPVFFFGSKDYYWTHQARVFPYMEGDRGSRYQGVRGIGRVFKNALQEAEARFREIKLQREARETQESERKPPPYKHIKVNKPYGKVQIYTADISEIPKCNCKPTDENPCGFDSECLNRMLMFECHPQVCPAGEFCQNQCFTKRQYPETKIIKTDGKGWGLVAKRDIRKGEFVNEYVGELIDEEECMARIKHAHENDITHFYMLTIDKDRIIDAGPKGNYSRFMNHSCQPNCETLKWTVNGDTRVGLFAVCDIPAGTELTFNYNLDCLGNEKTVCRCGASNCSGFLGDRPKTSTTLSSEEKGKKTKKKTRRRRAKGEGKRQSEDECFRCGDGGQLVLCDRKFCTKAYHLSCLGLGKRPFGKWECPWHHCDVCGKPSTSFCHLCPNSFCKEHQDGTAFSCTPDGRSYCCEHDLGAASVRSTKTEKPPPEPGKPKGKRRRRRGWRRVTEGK
* hit, by the source's call; · = not tested or not shown; + = active, no number. An excerpt; count on the stated rates, not on these rows.

Keys – A = CAL PDZ FP-1; B = LANA DNA inh; C = Keap1-Nrf2 PPI; D = CAL PDZ FP-2; E = DSG3 Ab inh; F = Arr AP2 block; G = V-ATPase pHluor; H = DAGLB inhibitor; I = RTF Ca sens inh; J = NSD2 HMT inh
mol: COc1ccc(N(C(=O)CNC(=O)c2cccs2)C(C(=O)NCC2CCCO2)c2ccc(OC)c(OC)c2)cc1 (configuration not stated)
  A: 1	B: -1.4	C: 1	D: -0.6	E: 99	F: 5	G: 2	H: -3	I: 0	J: -1
mol: CCCCNC(=O)N1CCN(c2ccccc2OC)CC1
  A: -3	B: -2.3	C: -8	D: -2.3	E: 90	F: 10	G: -2	H: -7	I: -11	J: 0
mol: CCOC(=O)N1CCN(C(=O)/C(=C/c2ccc(F)cc2)NC(=O)c2ccccc2)CC1
  A: -5	B: -1.5	C: -2	D: -3.2	E: 102	F: 38	G: 5	H: 4	I: -8	J: -2
mol: O=[n+]1cc(-c2ccc(F)cc2)n([O-])c2c1CCC2
  A: 0	B: -1.3	C: 2	D: ·	E: 96	F: 10	G: 1	H: 0	I: -11	J: -2
mol: CCOc1ccccc1N(C(C)=O)S(=O)(=O)c1ccc(Cl)cc1
  A: -3	B: -1.2	C: -2	D: -3.2	E: 100	F: 2	G: 0	H: -3	I: 7	J: 1
mol: COc1cc(S(=O)(=O)N2CCCCCC2)ccc1Cl
  A: -25	B: 2.0	C: -4	D: -1.1	E: 101	F: -11	G: 0	H: -5	I: -2	J: 2
mol: Cc1ccccc1N(CC(=O)N1CCN(c2ccccc2)CC1)S(C)(=O)=O
  A: -2	B: 2.5	C: -3	D: -0.4	E: 101	F: 14	G: -1	H: -2	I: -1	J: ·
mol: COc1cc2nc(CN3CCN(S(=O)(=O)c4ccc(Cl)cc4)CC3)[nH]c(=O)c2cc1OC
  A: 2	B: 0.7	C: -3	D: -0.6	E: 101	F: 18	G: 0	H: -3	I: 6	J: 6
mol: CC(=O)OC1CC(C)N(C(=O)c2ccccc2)c2ccc(C)cc21 (configuration not stated)
  A: 0	B: -0.1	C: -2	D: -1.2	E: 95	F: 4	G: -4	H: -1	I: -7	J: -3
mol: CCc1cccc(C)c1NC(=S)N(Cc1cccnc1)Cc1ccco1
  A: -6	B: 0.6	C: -4	D: 0.4	E: 100	F: 2	G: -4	H: -1	I: 0	J: -1
mol: CCCc1cc(C(=O)Nc2ccc(Cl)cn2)cs1
  A: -1	B: 2.3	C: -6	D: -2.2	E: ·	F: 25	G: -3	H: -8	I: -11	J: -3
mol: Cc1cccc(-c2nnc3n2N=C(c2ccccc2)CS3)c1
  A: -3	B: -0.5	C: -1	D: -5.4	E: 102	F: 2	G: -2	H: 2	I: -3	J: -1
mol: COc1ccccc1NC(=O)CSc1nnc(-c2ccoc2C)n1CC1CCCO1 (configuration not stated)
  A: -4	B: -0.8	C: 1	D: -1.6	E: ·	F: 25	G: -1	H: 1	I: 10	J: -1
mol: COc1ccc(C(=O)NCCc2ccccc2)cc1OC
  A: -1	B: -1.0	C: -7	D: -0.6	E: 101	F: 9	G: 0	H: -2	I: -8	J: 0
mol: O=C(NCCCc1ccc(F)cc1)C1CCC(=O)N(CCCN2CCCC2=O)C1 (configuration not stated)
  A: 9	B: 1.0	C: -5	D: -2.1	E: ·	F: -4	G: 2	H: 1	I: 3	J: -4
mol: O=C(N/N=C/c1ccco1)c1[nH]ncc1Br
  A: -2	B: 1.1	C: 0	D: -2.8	E: ·	F: 8	G: 1	H: 0	I: -6	J: -1
mol: CCN(c1cccc(C)c1)S(=O)(=O)c1cc(CN2C(=O)c3cccnc3C2=O)ccc1OC
  A: -2	B: 0.7	C: 1	D: -2.2	E: 103	F: -7	G: -1	H: 3	I: -3	J: -3
mol: CC(C)CC(=O)Nc1ccc(F)c(Cl)c1
  A: -1	B: 0.5	C: -4	D: -1.1	E: 97	F: 14	G: 0	H: -3	I: -1	J: -1
mol: CC(C(=O)Nc1ccc(S(=O)(=O)N2CCOCC2)cc1)N1CCN(c2ccccn2)CC1 (configuration not stated)
  A: 0	B: -0.4	C: -6	D: -1.2	E: 95	F: -28	G: -1	H: -1	I: -5	J: -3
mol: O=C(CCNC(=O)c1ccc(Cl)cc1)NCC(c1ccco1)N1CCCC1 (configuration not stated)
  A: -6	B: -0.1	C: 2	D: -3.1	E: 97	F: 5	G: -5	H: 3	I: -32	J: 8
mol: Cc1csc(NC(=O)Cc2c[nH]c3ccccc23)n1
  A: -5	B: -2.4	C: -2	D: -0.5	E: 110	F: -2	G: -3	H: 3	I: -7	J: 5
mol: COc1ccc(/C=C/C(=O)NC(=S)Nc2ccc(C(=O)O)cc2)cc1
  A: -8	B: 0.4	C: -4	D: -3.5	E: 99	F: 2	G: -2	H: 1	I: 58*	J: -3
mol: CC(C)Oc1ccc(S(=O)(=O)N2CCCCC2)cc1NC(=O)CN1C(=O)NC(C)(C2CC2)C1=O (configuration not stated)
  A: 1	B: 0.2	C: 4	D: -0.7	E: 112	F: 0	G: -2	H: 3	I: -8	J: -2
mol: CNC(=O)c1cc2c(-c3ccccc3)nn(C)c2s1
  A: -3	B: -0.5	C: -6	D: -1.6	E: 91	F: 12	G: -1	H: -3	I: 3	J: 0
mol: CC(C)c1nnc(NC(=O)c2ccc(N3C(=O)CCC3=O)cc2)s1
  A: 0	B: -0.1	C: -5	D: -0.3	E: 121	F: -2	G: -4	H: 3	I: -4	J: ·

Following part
Keys – A = CAL PDZ FP-1; B = LANA DNA inh; C = Keap1-Nrf2 PPI; D = CAL PDZ FP-2; E = DSG3 Ab inh; F = Arr AP2 block; G = V-ATPase pHluor; H = DAGLB inhibitor; I = RTF Ca sens inh; J = NSD2 HMT inh
mol: CCc1nnc(NC(=O)CSc2nnc(Cc3cc(=O)[nH]c(=O)[nH]3)n2-c2cccc(OC)c2)s1
  A: 0	B: -1.4	C: -2	D: -1.9	E: 93	F: -3	G: 0	H: 1	I: -13	J: -1
mol: CCOC(=O)C1CCN(C(=O)c2ccccc2NS(=O)(=O)c2ccccc2)CC1
  A: -1	B: 0.0	C: -1	D: -2.2	E: 109	F: 20	G: 2	H: 1	I: -3	J: ·
mol: COCCNC(=S)Nc1ccc(S(=O)(=O)Nc2cnc3ccccc3n2)cc1
  A: -1	B: 0.0	C: -4	D: -2.0	E: 103	F: 6	G: -2	H: 1	I: -8	J: -3
mol: O=C(CSc1nnc(COc2ccc(Cl)cc2)n1Cc1ccco1)c1ccccc1F
  A: 5	B: 4.5	C: -2	D: 1.3	E: 98	F: 18	G: 2	H: 1	I: -1	J: -3
mol: COc1ccc(C2SCCN2C(=S)Nc2cccc(Cl)c2)cc1 (configuration not stated)
  A: -5	B: -0.2	C: -2	D: -0.7	E: 103	F: 1	G: 0	H: -5	I: -1	J: -1
mol: Cc1nc2c(cnn2-c2ccccc2)c(=O)[nH]1
  A: 0	B: -2.2	C: 4	D: -2.4	E: 103	F: -6	G: 3	H: -1	I: -3	J: -1
mol: Cc1ccc2[nH]c(O)c(N=O)c2c1
  A: 2	B: -0.5	C: -2	D: -0.8	E: 91	F: 0	G: 8	H: -2	I: -15	J: ·
mol: O=C1C=C(c2ccccc2)C(c2ccccc2)C1O (configuration not stated)
  A: 0	B: -11	C: 1	D: 3.2	E: 102	F: 8	G: -3	H: -1	I: 4	J: -3
mol: Cc1cc(=O)n2nc(N3CCC(C(=O)NCCc4ccc(Cl)cc4)CC3)sc2n1
  A: 68*	B: 1.3	C: -4	D: -0.6	E: 103	F: -4	G: 0	H: 1	I: -1	J: 5
mol: COc1ccc(C2=CC(=O)CC(c3ccccc3)C2)cc1 (configuration not stated)
  A: 7	B: 0.6	C: -2	D: -1.7	E: 106	F: -37	G: 0	H: -17	I: 10	J: 0
mol: CC(NC(=O)NC(=O)c1ccc(Cl)cc1Cl)C1CC1 (configuration not stated)
  A: -3	B: 2.6	C: 1	D: -0.9	E: 98	F: -11	G: 0	H: 0	I: -9	J: 17
mol: O=c1c2ccccc2cnn1-c1nc2ccccc2[nH]1
  A: -11	B: -2.4	C: 0	D: -0.3	E: 99	F: -11	G: -1	H: -2	I: 2	J: -2
mol: CN(C)S(=O)(=O)c1ccc(/C(O)=C2/C(=O)C(=O)N(Cc3cccnc3)C2c2ccco2)cc1 (configuration not stated)
  A: -3	B: -0.6	C: -2	D: -0.6	E: 108	F: 4	G: -3	H: -1	I: 3	J: 5
mol: CC(C)CCOC(=O)C1C2C=CC3(CN(Cc4cccs4)C(=O)C13)O2 (configuration not stated)
  A: ·	B: -0.7	C: -2	D: -0.7	E: 109	F: 7	G: 1	H: -2	I: -3	J: ·
mol: CC(C)NC(=O)N(C)C[C@H]1Oc2ccc(NC(=O)C3CCCCC3)cc2C(=O)N([C@H](C)CO)C[C@@H]1C
  A: -3	B: -0.1	C: -3	D: -1.8	E: 98	F: -3	G: 5	H: 1	I: 10	J: ·
mol: NC(=S)Nc1cc2ccccc2c2ccccc12
  A: -4	B: 0.8	C: 2	D: -1.5	E: 96	F: 4	G: 5	H: 1	I: 0	J: 3
mol: O=C(c1ccccc1)C(O)C(c1ccccc1)N1CCOCC1 (configuration not stated)
  A: -2	B: -1.8	C: -2	D: -0.8	E: 101	F: -3	G: 4	H: 1	I: -4	J: 0
mol: Cc1cccn2c(=O)c(C(=O)NC3CCCCC3)c(O)nc12
  A: -3	B: 0.4	C: -2	D: -2.2	E: 112	F: -2	G: -2	H: 2	I: -5	J: -7
mol: N#CCCN(Cc1ccccc1)C(=O)c1cccs1
  A: +	B: 3.1	C: -5	D: 0.7	E: 105	F: -6	G: 0	H: -2	I: -11	J: -1
mol: CCOC(=O)C1CCN(C(=O)CN(c2cc(Cl)ccc2OC)S(=O)(=O)c2ccccc2)CC1
  A: 9	B: 0.2	C: -1	D: -3.1	E: ·	F: 1	G: 0	H: 0	I: -5	J: -3
mol: Nc1nnc(CCS(=O)(=O)c2cc(Cl)ccc2Cl)s1
  A: -1	B: -0.7	C: -4	D: -0.1	E: 102	F: -2	G: 0	H: -1	I: -1	J: -1
mol: COc1cccc(-c2nnc(NC(=O)c3ccc(S(=O)(=O)N4CCOCC4)cc3)o2)c1
  A: -3	B: -1.1	C: -2	D: ·	E: 64	F: 12	G: -3	H: 2	I: 10	J: ·
mol: COc1ccccc1Cn1nnc2c(=O)[nH]c(C3CCN(C(=O)c4ccccc4Cl)CC3)nc21
  A: -4	B: 1.1	C: 0	D: -0.8	E: 99	F: 17	G: 0	H: 0	I: 5	J: 2
mol: CCN(CCCNC(=O)CCNC(=O)Cn1ccc2ccccc2c1=O)c1ccccc1
  A: ·	B: 0.1	C: -2	D: -0.3	E: ·	F: 13	G: 0	H: 0	I: -2	J: 2
mol: CCn1c(SC)nc2cc(S(=O)(=O)N3CCCCC3)ccc21
  A: ·	B: -0.6	C: -4	D: -4.0	E: 101	F: 6	G: 2	H: -1	I: 1	J: -1
mol: Cc1ccc(S(=O)(=O)N2CCN(Cc3nc4ccccc4[nH]3)CC2)cc1C
  A: -6	B: 0.8	C: -1	D: -0.9	E: 108	F: 7	G: 4	H: 2	I: -6	J: -2
